B2AR arrestin: qHTS assay of beta-arrestin-biased ligands of beta2-adrenergic receptor; Beta-2 adrenergic receptor (Homo sapiens), P07550; beta-arrestin recruitment to beta2AR, cell-based reporter; Potency, µM (titrated, usually from 46.1 µM), without a hit: at the highest dose activation, usual class: activators; hit rate 0.02% among 330,000;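 note: potency is the fitted concentration of half-maximal effect; 0% = DMSO controls and full agonism = EC100 isoproterenol or metaproterenol; nearly all actives have a fitted effect of over 65% in size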
Giardia killer: Small Molecules that selectively kill Giardia lamblia: qHTS; activity change, % at 7.66 µM, hits read low; Giardia lamblia trophozoite viability; hit rate 0.15% among 340,000; in the data active = activity change below about -80%; inconclusive = between about -30% and that limit;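 note: parasites exposed to compound for two days anaerobically before the ATP read; % is set by controls: 0 for no effect and ±100 for the full control effect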
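Media and compound were dispensed first, then trophozoites at 100 cells/well; plates sat 48 hrs at 37 deg C without oxygen before ATP luminescence reagent was added and read after 15-30 min at room temperature.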
TSG101-PTAP inh: qHTS Assay for Iinhibitors of HIV-1 Budding by Blocking the Interaction of PTAP/TSG101; Tumor susceptibility gene 101 protein (Homo sapiens), Q99816; Potency, µM (highest dose often 115 µM), for the others: at the highest dose activity change, negative = inhibition, usual class: inhibitors; 340,000 tested, under 10 active; Fluorescence polarization, FITC-PTAP peptide / Tsg101 binding; active = well fitted inhibition curve with a large enough effect in the main read-out, with a control signal flat, not every such curve was filed as active; inconclusive = small, poorly fitted or top-dose-only effect, or effect the other way, or a change in a side signal; inactive = no such curve, though single readings can be large or run the other way; note: potency is the fitted concentration of half-maximal effect; % of control where 0% means no effect
Target sequence (Q99816 whole entry, looked up): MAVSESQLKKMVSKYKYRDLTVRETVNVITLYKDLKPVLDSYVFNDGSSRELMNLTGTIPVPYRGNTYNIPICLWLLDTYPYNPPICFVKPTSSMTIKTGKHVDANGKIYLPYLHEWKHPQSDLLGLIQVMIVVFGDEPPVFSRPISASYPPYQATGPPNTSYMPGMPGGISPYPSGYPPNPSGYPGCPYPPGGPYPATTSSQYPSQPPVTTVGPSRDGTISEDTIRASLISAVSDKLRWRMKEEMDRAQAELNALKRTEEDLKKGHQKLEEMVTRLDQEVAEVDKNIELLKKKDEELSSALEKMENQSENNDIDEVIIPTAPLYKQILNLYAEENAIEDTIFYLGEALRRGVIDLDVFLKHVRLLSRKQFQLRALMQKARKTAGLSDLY
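Fluorescence anisotropy tracks displacement of a FITC-tagged PTAP peptide (50 nM) from the Tsg101 binding domain (10 uM), following a 20 min room-temperature incubation at pH 7.5.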
Coupling enz: qHTS Assay for Inhibitors of Fructose-1,6-bisphosphate Aldolase from Giardia Lamblia: Coupling assay counterscreen; AID 2472, 2010; coupling enzyme system counterscreen, AmpLite Red fluorescence; hit rate 0.67% among 290,000; activity change, negative = inhibition, % at 58.2 µM, hits read low; in the data active = activity change below about -30%; note: % is set by controls: 0 for no effect and ±100 for the full control effect
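Activity here indicates interference with the coupling reaction, not aldolase inhibition. Compounds at 57.5 uM final met coupling enzymes for 10 min at RT; substrate and AmpLite Red detection followed, with a 525/598 nm fluorescence read after 20 min.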
Menin MLL FP TR: qHTS Assay for Inhibitors Targeting the Menin-MLL Interaction in MLL Related Leukemias: Competition With Texas Red Labeled MLL-derived Mutant Peptide. O00255. hit rate 0.23% among 270,000. Potency, µM (top dose mostly 61.6 µM), for inactives: at the top dose FP activity change, negative = inhibition, most hits filed as inhibitors. AID 1768, 2009. Menin + Texas Red MLL mutant peptide, fluorescence polarization; active = well fitted inhibition curve with a large enough effect in the polarisation, with a control signal flat, not every such curve was filed as active; inconclusive = small, poorly fitted or top-dose-only effect, or effect the other way, or a change in a side signal; inactive = no such curve, though single readings can be large or run the other way; the % refers to the polarisation; note: potency is the fitted concentration of half-maximal effect; % of control where 0% means no effect; many of its hits are not listed in these tables
ASM inhibitor: Inhibitors of Secretory Acid Sphingomyelinase (S-ASM): qHTS; Sphingomyelin phosphodiesterase (Homo sapiens), P17405; placental ASM, HMU-PC fluorogenic substrate, 60 min; Potency, µM (highest dose often 57.5 µM), without a hit: top-dose activity change, negative = inhibition, actives largely listed as inhibitors; hit rate 0.006% among 340,000; note: potency is the fitted concentration of half-maximal effect
Target sequence (P17405 47-631 limits assumed): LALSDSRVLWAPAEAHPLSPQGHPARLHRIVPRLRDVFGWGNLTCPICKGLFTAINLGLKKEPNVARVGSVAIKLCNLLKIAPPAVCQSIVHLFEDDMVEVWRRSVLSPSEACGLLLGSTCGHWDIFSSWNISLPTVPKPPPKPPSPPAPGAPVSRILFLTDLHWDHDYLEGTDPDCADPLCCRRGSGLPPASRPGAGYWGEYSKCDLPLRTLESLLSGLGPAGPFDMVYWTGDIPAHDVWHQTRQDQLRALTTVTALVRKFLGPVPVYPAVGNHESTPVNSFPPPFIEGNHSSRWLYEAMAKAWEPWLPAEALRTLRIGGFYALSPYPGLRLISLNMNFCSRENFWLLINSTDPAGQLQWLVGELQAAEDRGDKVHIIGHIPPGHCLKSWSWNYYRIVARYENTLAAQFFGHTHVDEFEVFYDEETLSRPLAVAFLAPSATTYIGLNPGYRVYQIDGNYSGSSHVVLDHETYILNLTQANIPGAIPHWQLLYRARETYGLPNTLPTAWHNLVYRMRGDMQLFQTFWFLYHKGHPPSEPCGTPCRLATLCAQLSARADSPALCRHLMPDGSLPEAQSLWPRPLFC
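HMU-PC0 cleavage (9 uM final) by human placental ASM, 60 min at 37 °C following 10 min compound exposure at RT; stopped at pH 10, fluorescence Ex 386/Em 447 nm.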
Integrin act MD: qHTS for Activators of Integrin-Mediated Alleviation for Muscular Dystrophy; alpha7betagal myoblasts, beta-gal FDG fluorescence, 48 h; Potency, µM (top dose mostly 38.3 µM), for the others: at the highest dose activation, usual class: activators; hit rate 0.064% among 350,000;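 note: potency is the fitted concentration of half-maximal effect; 100% = response of the positive control SU9516; nearly all actives have a fitted effect of over 60% in size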
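Alpha7betagal+/- myoblasts (passage 13) were plated 16-24 hr, then exposed to compounds (1:260 dilution of DMSO stock) for 48 hours at 37C. After MPER lysis, β-galactosidase reporter activity was read as FDG fluorescence (ex 480/em 540) after 30 minutes.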
BCR signal inh: qHTS Assay to Find Inhibitors of Chronic Active B-Cell Receptor Signaling | ABC-DLBCL IkBa-CBG/CBR reporter, luminescence ratio, 4 h | Potency, µM (top dose mostly 46.1 µM), inactives show at the highest dose ratio change, negative = lower green/red ratio, most hits filed as inhibitors | hit rate 0.05% among 340,000 | AID 493014, 2011; active = well fitted inhibition curve with a large enough effect in the signal ratio, with a control signal flat, not every such curve was filed as active; inconclusive = small, poorly fitted or top-dose-only effect, or effect the other way, or a change in a side signal; the % refers to the signal ratio;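 note: potency is the fitted concentration of half-maximal effect; plate controls were basal doxycycline-induced cells for no effect and cells given 10 µM MG132 for full effect; MG132 reads +100%, hits lower the ratio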
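Cell line TMD8 (human ABC DLBCL), stably expressing tet-inducible CBG68-IkBa fusion and CBR; IMDM/0.5% FBS; cpd up to 46 uM; dox induction, 4 h, 37C/5% CO2; dual luminescence; green/red ratio; MG132 control.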
PKM2 act: qHTS Assay for Activators of Human Muscle isoform 2 Pyruvate Kinase. Pyruvate kinase PKM (Homo sapiens), P14618. AID 1631, 2009. purified PKM2, Kinase-Glo ATP luminescence, activation; response scale: 0% is enzyme alone, no compound. hit rate 0.34% among 260,000. Potency, µM (titrated, usually from 57.5 µM), without a hit: at the top dose activation, most hits filed as activators; note: potency is the fitted concentration of half-maximal effect; % is set by controls: 0 for no effect and ±100 for the full control effect; nearly all actives have a fitted effect of over 55% in size
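ATP formation by purified human PK-M2, quantified via coupled luciferase luminescence after 1 h at room temperature with 0.1 mM ADP and 0.5 mM PEP final.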
Tb PFK inh: qHTS Assay to Find Inhibitors of T. brucei phosphofructokinase. ATP-dependent 6-phosphofructokinase (Trypanosoma brucei brucei), O15648. T. brucei PFK, ADP-Glo luminescence. Potency, µM (doses to about 57.5 µM), without a hit: top-dose activity, negative = inhibition, actives largely listed as inhibitors. hit rate 0.17% among 330,000. AID 485367, 2010;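 note: potency is the fitted concentration of half-maximal effect; 0% = uninhibited 1x PFK enzyme wells and -100% = no-enzyme wells; nearly all actives have a fitted effect of over 60% in size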
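PFK 1.25 nM, F6P 0.5 mM, ATP 0.1 mM, 0.1 M TEA pH 8.0, 5 mM MgCl2, 0.01% Tween20, 0.1% BSA; 45 min RT. ADP-Glo readout. qHTS titration up to 57 uM; curves fitted, compounds curve-classed.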
GALK inhibitor: qHTS Assay for Inhibitors of Human Galactokinase (GALK) | P51570 | Purified GALK, Kinase-Glo residual ATP luminescence | Potency, µM (doses to about 57.5 µM), inactives show top-dose activity change, negative = inhibition, actives largely listed as inhibitors | hit rate 0.007% among 270,000; note: potency is the fitted concentration of half-maximal effect; % is set by controls: 0 for no effect and ±100 for the full control effect
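Luminescence from leftover ATP (Ultra-Glo luciferase/luciferin) served as read-out after a 1 h room-temperature reaction of 5 nM GALK with 35 uM ATP and 100 uM galactose.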
An asterisk follows results filed as active; u = inconclusive; x = not tested or not shown; [ ] = another dose, or the depositor's remark. Unless noted, calls come from the whole dose curve; as a rule, active = well fitted curve in the direction sought with a large enough effect; inconclusive = small, poorly fitted or top-dose-only effect, or another doubt; inactive = no such curve, though single readings can be large; an effect the other way counts as inactive or inconclusive. The list is partial; rates above refer to the full screens.

SMILES	B2AR arrestin	Giardia killer	TSG101-PTAP inh	Coupling enz	Menin MLL FP TR	ASM inhibitor	Integrin act MD	BCR signal inh	PKM2 act	Tb PFK inh	GALK inhibitor
O=C1c2ccc3c4c(ccc(c24)C(=O)N1Cc1cccnc1)C(=O)N(Cc1cccnc1)C3=O	-0.2%	x	x	-6.3	-7.7%	x	x	11.0%	-5.3%	-3.9%	0.5%
CCOc1ccc2nc(NC(=O)CS(=O)(=O)c3ccccc3)sc2c1	8.2%	-2.5	-9.6%	-1.8	2.9%	-9.2%	-6.2%	u	-4.3%	9.8%	-1.1%
CCOc1ncccc1C(=O)N1CCN(c2cc(Cl)ccc2C)CC1	0.2%	-1.3	0.9%	0.3	u	u	-13.6%	u	-3.7%	0.2%	1.4%
COc1ccccc1-c1sc2cc3c(cc2c1C#CC1(O)CCCCC1)OCO3	-1.3%	-13.4	-0.5%	x	x	-15.0%	-17.5%	20.4%	x	0.5%	x
CN(Cc1nccn1C)C(=O)C1CCC(=O)N(Cc2cccc(C(F)(F)F)c2)C1 (centres undefined)	-0.6%	9.5	-6.1%	1.3	9.2%	3.4%	8.8%	-8.1%	x	0.5%	0.2%
CC(=O)c1ccc(OC(C)C(=O)NC2CCCCC2C)cc1 (centres undefined)	-0.2%	3.4	1.5%	x	x	-0.2%	16.2%	-9.2%	x	-0.3%	x
CCOC(=O)c1cc2c(ccn2C)n1Cc1ccc(C#N)cc1	-1.1%	-5.6	-10.1%	-4.6	-19.4%	-7.0%	-46.6%[inhibitor]	u	0.6%	-2.1%	1.4%
CNC(=O)C(=O)N1CCC2(CC1)OCCN2S(=O)(=O)c1ccc(C)cc1	0.0%	2.0	2.1%	x	x	0.7%	-9.9%	1.9%	x	0.0%	x
CCCNC(=O)[C@H]1N2C(=O)c3c(ccc(OC)c3OC)C2SC1(C)C (some centres undefined)	-0.1%	-1.5	-1.9%	-1.5	-19.1%	26.7%	u	-0.2%	x	0.8%	-1.6%
C=CCc1ccccc1OCCNCc1ccccc1	0.0%	-8.1	0.9%	1.4	-24.2%	1.6%	-4.1%	-10.3%	1.4%	0.1%	3.8%
C#CCn1c(S(=O)(=O)Cc2ccc(OC)cc2)nc(-c2ccccc2)c1-c1ccccc1	0.1%	2.2	-0.8%	-1.2	u	-1.1%	0.8%	4.4%	-1.1%	-0.3%	5.5%
CCCCCCC(=O)N(O)C1CC(=O)N(c2ccc(Br)cc2)C1=O (centres undefined)	0.1%	-4.8	-4.5%	-2.3	u	-12.9%	-67.5%[inhibitor]	u	5.3%	-10.4%	-2.7%
COc1cccc(CNC(=O)C2CCCN(c3nn4c(=O)cc(C)nc4s3)C2)c1OC (centres undefined)	0.2%	-7.9	-7.6%	3.4	8.6%	-0.6%	7.0%	-16.0%	-3.0%	-1.7%	1.8%
COc1ccccc1C1CCN(C(=O)C2CCCCC2)CC1	0.5%	14.7	0.8%	0.7	u	0.0%	-10.7%	0.3%	x	-8.4%	x
COCCCNC(=O)CCn1c(=O)c2ccccc2n(CC(=O)Nc2ccccc2C)c1=O	-0.3%	-3.2	1.2%	1.8	1.0%	3.4%	-4.2%	-1.4%	-3.5%	-7.0%	-2.9%
CCOC(=O)c1c(C)[nH]c(C(=O)C(C)OC(=O)c2oc3ccccc3c2COC)c1C (centres undefined)	0.0%	-1.5	-5.6%	-0.9	10.9%	-2.2%	4.2%	9.1%	-4.3%	0.2%	-6.4%
COc1ccc(NC(=O)C2Cc3cc(S(=O)(=O)N4CCCCC4)ccc3N2C(C)=O)cc1Cl (centres undefined)	0.0%	-23.0	-3.1%	x	x	-2.7%	-3.3%	6.0%	x	0.3%	-2.3%
Cc1[nH]c2ccccc2c1Cc1nnc(SCC(=O)NCc2ccco2)o1	0.0%	u	1.4%	-3.6	16.0%	1.9%	6.6%	2.8%	-4.3%	-2.5%	-2.0%
CN(C)S(=O)(=O)c1cccc(-c2nnc(SCC(=O)NCCCCCC(=O)O)n2-c2ccc(F)cc2)c1	0.3%	5.3	-5.6%	0.7	5.1%	-2.2%	2.3%	u	5.7%	-8.6%	1.1%
Cc1nc2c(-c3ccccc3)c(C)[nH]n2c(=O)c1Cc1ccccc1	-0.2%	21.8	-0.8%	0.4	0.1%	-6.8%	-40.5%	1.8%	0.1%	7.4%	-1.8%
COc1ccc(CCn2c(=N)c(C(=O)NC3CCCC3)cc3c(=O)n4ccccc4nc32)cc1	-0.3%	-26.2	-1.4%	2.6	1.2%	307.7%[activator]	-43.0%	1.3%	2.5%[0.46 µM]	-0.4%	2.8%
COc1ccc(N(CC(=O)NC2CCCCC2)C(=O)CNC(=O)c2cccs2)cc1	-0.2%	1.2	-1.6%	1.4	x	-0.9%	-6.5%	3.5%	x	-2.2%	3.6%
Cc1ccc(NC2CC(=O)N(Cc3ccccc3)C2=O)cc1 (centres undefined)	-0.1%	12.0	-0.7%	2.8	17.0%	-1.3%	17.9%	u	-0.5%	1.6%	-2.7%
COc1ccc(/C=C2\SC(=O)N(CC(=O)NC3CCS(=O)(=O)C3)C2=O)cc1 (centres undefined)	-0.2%	-9.4	-4.4%	-1.1	4.5%	0.5%	0.7%	0.0%	x	-2.9%	2.1%
CCOc1ccc(C(C(=O)NC(C)(C)C)N(CCOC)C(=O)CCC(=O)Nc2nccs2)cc1 (centres undefined)	0.0%	3.2	-1.1%	-4.6	-4.7%	0.1%	5.0%	1.2%	-4.0%	-1.3%	-1.4%

(further entries)
SMILES	B2AR arrestin	Giardia killer	TSG101-PTAP inh	Coupling enz	Menin MLL FP TR	ASM inhibitor	Integrin act MD	BCR signal inh	PKM2 act	Tb PFK inh	GALK inhibitor
CCOCN(C(=O)Cn1c(C(C)O)nc2ccccc21)c1c(C)cccc1CC (centres undefined)	-0.1%	8.0	-0.6%	4.5	-24.5%	0.0%	-5.9%	1.0%	-2.9%	-6.0%	0.1%
Cc1ccc2nc(Cl)c(CN(C(=O)c3cnccn3)C3CCCCC3)cc2c1	0.3%	10.3	-3.4%	-2.0	x	-0.6%	-28.0%	9.2%	-0.6%	-0.8%	-2.4%
Cc1cc2ccccc2c(=O)n1CC(=O)NCC(=O)N(C)C1CCCCC1	0.2%	-22.3	-3.5%	1.6	-11.3%	-3.1%	-3.6%	-0.8%	-4.9%	3.0%	0.3%
Cc1ccc(C(=O)COC(=O)C(C)N2C(=O)C3C4C=CC(C4)C3C2=O)cc1C (centres undefined)	-0.4%	-4.3	-3.9%	x	x	1.4%	-21.8%	4.3%	x	-3.2%	-2.8%
CC1(C)CC2CC(C)(CN2C(=O)c2cc(-c3ccc(F)cc3)on2)C1 (centres undefined)	-0.5%	-5.9	-3.8%	-0.1	-20.4%	-2.8%	3.4%	-1.2%	0.2%	2.2%	7.9%
Cc1cccc(N2CCN(C(=O)COc3ccc4c(C)cc(=O)oc4c3C)CC2)c1C	-0.3%	-15.6	-7.3%	x	x	-11.8%	-2.9%	-1.0%	x	2.7%	-0.3%
CN(C)C(=O)[C@H]1C[C@H]1[C@@H](O)[C@H](CO)NC(=O)[C@H](Cc1ccccc1)NC(=O)OC(C)(C)C	-1.0%	17.2	-3.2%	-0.8	1.5%	2.8%	12.7%	4.3%	1.0%	3.3%	x
COCCNC(=O)CN(C(=O)Cn1nnc2ccccc21)c1ccccc1C	-0.2%	5.8	-0.3%	3.2	2.0%	0.9%	0.5%	1.5%	4.0%	1.3%	1.8%
COc1ccc2c(c1)OC13CCN(C)CC1C2C(C(=O)c1ccc(F)cc1)C(=O)N3 (centres undefined)	-0.5%	5.8	-0.1%	5.7	9.3%	7.9%	16.3%	0.5%	-3.1%	0.8%	x
CC(C)Oc1ccc(S(=O)(=O)N2CCCCC2)cc1NC(=O)CN1C(=O)NC(C)(c2ccccc2)C1=O (centres undefined)	-0.7%	21.1	-3.0%	-4.4	-8.2%	-2.3%	-17.9%	0.2%	-1.4%	0.7%	-3.8%
Cc1cc(C)n2c(Br)c(CN3CCCC(C)C3)nc2n1 (centres undefined)	0.1%	-19.2	-0.9%	0.2	14.1%	2.1%	6.7%	-2.1%	x	1.8%	2.0%
Cc1noc(C)c1CSc1ncnc2ccccc12	0.2%	15.0	-6.2%	3.5	-1.1%[11.7 µM]	2.8%	-1.6%	u	9.6%	-1.9%	1.0%

Screens from PubChem BioAssay.
